ROC1-CUL1 inh = inhibitors of human ROC1-CUL1 ubiquitin ligase activity. 140,000 compounds, 0.6% hits. inhibition, % at 10 µM. AID 1347404, 2020. in vitro K48 di-Ub FRET, acceptor:donor ratio, 45 min. E3 ubiquitin-protein ligase RBX1 (Homo sapiens) + Cullin-1 (Homo sapiens), P62877+Q13616; in the data active means inhibition above about 25%
Target sequence (P62877 whole entry, looked up): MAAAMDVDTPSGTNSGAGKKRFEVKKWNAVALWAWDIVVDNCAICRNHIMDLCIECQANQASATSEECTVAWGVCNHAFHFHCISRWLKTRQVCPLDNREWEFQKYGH
Target sequence (Q13616 whole entry, looked up): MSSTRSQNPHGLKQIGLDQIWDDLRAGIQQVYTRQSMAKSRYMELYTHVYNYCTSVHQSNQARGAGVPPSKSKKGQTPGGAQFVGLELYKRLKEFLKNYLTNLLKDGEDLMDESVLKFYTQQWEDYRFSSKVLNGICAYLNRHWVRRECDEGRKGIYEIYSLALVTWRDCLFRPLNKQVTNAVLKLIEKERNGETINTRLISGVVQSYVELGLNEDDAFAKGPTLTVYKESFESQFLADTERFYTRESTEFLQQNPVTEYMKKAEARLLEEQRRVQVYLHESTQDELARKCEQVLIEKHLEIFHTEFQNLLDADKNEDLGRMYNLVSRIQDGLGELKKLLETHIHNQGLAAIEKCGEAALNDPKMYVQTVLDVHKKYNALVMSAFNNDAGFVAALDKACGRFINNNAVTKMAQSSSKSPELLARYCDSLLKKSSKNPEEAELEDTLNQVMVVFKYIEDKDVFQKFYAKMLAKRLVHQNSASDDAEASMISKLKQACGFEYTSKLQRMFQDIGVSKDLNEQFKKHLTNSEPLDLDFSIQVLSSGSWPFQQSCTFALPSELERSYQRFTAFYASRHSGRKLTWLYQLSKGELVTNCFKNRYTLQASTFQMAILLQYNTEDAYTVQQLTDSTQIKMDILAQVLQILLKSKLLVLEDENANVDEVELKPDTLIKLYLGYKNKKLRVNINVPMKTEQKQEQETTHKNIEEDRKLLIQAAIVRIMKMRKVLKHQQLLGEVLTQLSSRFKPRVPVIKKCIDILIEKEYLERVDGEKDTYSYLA
* hit, by the source's call; & = joins results of further samples.

SMILES | ROC1-CUL1 inh
COc1ccc(NC(=O)c2ccccc2NC(=O)C(F)(F)C(F)(F)C(F)(F)F)cc1 | 5
COc1ccc(Br)cc1CNC(C)(C)CO | -3
Cc1cc(C)n(CC(=O)NC2CC(C)(C)Cc3nc(N4CCOCC4)ncc32)n1 (stereo not drawn) | -8
Cc1ccccc1N1CCN(CCCN2C(=O)C3CCCCN3C2=O)CC1 (stereo not drawn) | -3
CCc1cccc(C)c1NC(=O)CN1CCN(Cc2ccccc2Cl)S1(=O)=O | 9
CCCCCCC(=O)NNC(=O)C1C(=O)c2ccccc2N(CCC)C1=O (stereo not drawn) | 3
CSc1nc(NNC(=O)Cc2ccccc2)c2c3c(sc2n1)CCCC3 | 10
O=C(c1cnn2c1NC(c1ccccc1)CC2C(F)(F)F)N1CCOCC1 (stereo not drawn) | -7
COc1cccc(CN2CCCC3(CCN(C(=O)C4=NNC(=O)CC4)C3)C2=O)c1 (stereo not drawn) | 1
CN1CCCCC1CCNC(=O)c1ccc(N2CCCC2)nc1 (stereo not drawn) | 3
COc1cccc(C2CN(c3ccc(F)cc3F)N=C2c2cccs2)c1OC (stereo not drawn) | -7
Cc1ccc(NC(=O)CC2Nc3cccc4cccc(c34)NC2=O)cc1 (stereo not drawn) | 1&16
Cc1cc(C)c(S(=O)(=O)n2nc(C)c(C)c2C)c(C)c1 | -18
COc1cc(-n2nnnc2SCCn2c([N+](=O)[O-])cnc2C)c(OC)cc1Cl | 3
Cc1nc(Cl)sc1C(=O)Nc1ccc(C(F)(F)F)cc1 | 4
CC1CCc2c(sc(NC(=O)CCCC(=O)O)c2C(N)=O)C1 (stereo not drawn) | 1
CC(C)CCNC(=O)c1cccc(Nc2nc3ccccc3n3nnnc23)c1 | -2
CN=C(SCC(=O)c1ccccc1)c1c(C)n(C)c2ccccc12 | -7
O=C(CSc1nnc(-c2ccc3c(c2)OCO3)n1-c1ccccc1)c1ccc(Cl)cc1 | 3
COC(=O)c1c(C)sc(-c2c(-c3ccc(F)cc3)[nH]c3[nH]c(=O)[nH]c(=O)c23)c1O | 12
O=C1CC(c2ccccc2)(c2ccccc2)Oc2c1sc1ccccc21 | -10
CC(C)Oc1ccc([N+](=O)[O-])cc1N | -1
CCOC(=O)c1c(NC(=O)c2ccoc2C)sc(C)c1CC | -5
O=C(Nc1ccc(Cc2ccc(NC(=O)C3CC3c3ccccc3)cc2)cc1)C1CC1c1ccccc1 (stereo not drawn) | 2
C=CCNS(=O)(=O)Cc1ccc(Cl)c(Cl)c1 | -1
SMILES | ROC1-CUL1 inh
COc1ccc(CNC(=S)c2ccccc2)cc1OC | -3
CCOC(=O)c1c(NC(=O)CSc2nc(-c3ccccc3)cc(C(F)(F)F)n2)sc2c1CCCC2 | 1
COC(=O)c1cc2occc2n1Cc1nc(-c2ccccc2F)oc1C | 5
COCCNC(=O)C(=O)NCC(c1cccnc1)N1CCN(c2ccccc2F)CC1 (stereo not drawn) | 3
Nc1c(C(=O)C23CC4CC(CC(C4)C2)C3)sc2nc3c(c(-c4cccs4)c12)CCCC3 | 5
CCc1nnc(NC(=O)c2ccc(Br)cc2Br)s1 | 7
CCCn1c(=NC(=O)c2c(-c3c(F)cccc3Cl)noc2C)c(C(=O)OCC)cc2c(=O)n3ccccc3nc21 | 6
O=C(Oc1ccc2c(=O)c(Oc3ccc4ccccc4c3)c(C(F)(F)F)oc2c1)c1cccs1 | 9
CCCS(=O)(=O)c1ncc(CN(C)CCc2c(C)n[nH]c2C)n1CC1CCCO1 (stereo not drawn) | 0
Clc1ccc(CNc2ccc(N3CCN(Cc4ccccc4)CC3)cc2)cc1 | 2
Cc1cccc(NC(=O)Cn2c(=O)n(Cc3nc(-c4ccccc4)no3)c(=O)c3ccccc32)c1 | -3
CC(=O)Nc1ccc(-c2c[n+]3c4ccccc4ccc3n2C)cc1 | -6
O=c1[nH][nH]c(=O)c2c1nc(SCc1ccccc1Cl)n2Cc1ccccc1 | 14
CC1CC(C)CN(CC(O)COCCOc2ccc(Br)cc2)C1 (stereo not drawn) | 2
COc1ccccc1NC(=O)N1c2ccccc2Sc2ccccc21 | 9
CCC(=O)NC(=S)NNC(=O)c1ccc(OC)cc1 | 0
Cc1ccc(CNC2CCCc3nc(-c4ccccc4)ncc32)o1 (stereo not drawn) | 5
CS(=O)(=O)C1CCCCC1S(=O)(=O)Cc1ccc(Cl)cc1 (stereo not drawn) | -4
O=C(NCC1Cc2cccc(-c3ncccn3)c2O1)C1CC1 (stereo not drawn) | 6
CCCCCn1c(CCCNC(=O)c2ccc(Cl)cc2)nc2ccccc21 | 1
COc1cc(/C=c2/sc3n(c2=O)C(c2ccccc2Cl)C2=C(N=3)c3ccccc3CC2)ccc1OCc1ccc2c(c1)OCO2 (stereo not drawn) | -1
CC1C(=NC(=O)C(Cc2ccccc2)N2C(=O)c3c(Cl)c(Cl)c(Cl)c(Cl)c3C2=O)C(=O)N(c2ccccc2)N1C (stereo not drawn) | -1
CCOC(=O)c1ccc(OC)c2cccc(O)c12 | 7
COc1ccc(C(=O)NC2CC2)c(OC2CCN(C)CC2)c1 | 5
COCCn1c(CCC(=O)Nc2ccc(C)c(Cl)c2)nc2cccnc21 | 4

An excerpt from above in order of count of non-hydrogen atoms, highest first:
SMILES | ROC1-CUL1 inh
COc1cc(/C=c2/sc3n(c2=O)C(c2ccccc2Cl)C2=C(N=3)c3ccccc3CC2)ccc1OCc1ccc2c(c1)OCO2 (stereo not drawn) | -1
CC1C(=NC(=O)C(Cc2ccccc2)N2C(=O)c3c(Cl)c(Cl)c(Cl)c(Cl)c3C2=O)C(=O)N(c2ccccc2)N1C (stereo not drawn) | -1
Cc1cccc(NC(=O)Cn2c(=O)n(Cc3nc(-c4ccccc4)no3)c(=O)c3ccccc32)c1 | -3
O=C(Oc1ccc2c(=O)c(Oc3ccc4ccccc4c3)c(C(F)(F)F)oc2c1)c1cccs1 | 9
Nc1c(C(=O)C23CC4CC(CC(C4)C2)C3)sc2nc3c(c(-c4cccs4)c12)CCCC3 | 5
CCCS(=O)(=O)c1ncc(CN(C)CCc2c(C)n[nH]c2C)n1CC1CCCO1 (stereo not drawn) | 0
Clc1ccc(CNc2ccc(N3CCN(Cc4ccccc4)CC3)cc2)cc1 | 2
O=c1[nH][nH]c(=O)c2c1nc(SCc1ccccc1Cl)n2Cc1ccccc1 | 14
COC(=O)c1cc2occc2n1Cc1nc(-c2ccccc2F)oc1C | 5
COc1ccccc1NC(=O)N1c2ccccc2Sc2ccccc21 | 9
Cc1ccc(CNC2CCCc3nc(-c4ccccc4)ncc32)o1 (stereo not drawn) | 5
CC1CC(C)CN(CC(O)COCCOc2ccc(Br)cc2)C1 (stereo not drawn) | 2
O=C(NCC1Cc2cccc(-c3ncccn3)c2O1)C1CC1 (stereo not drawn) | 6
CS(=O)(=O)C1CCCCC1S(=O)(=O)Cc1ccc(Cl)cc1 (stereo not drawn) | -4
COc1ccc(CNC(=S)c2ccccc2)cc1OC | -3
CCC(=O)NC(=S)NNC(=O)c1ccc(OC)cc1 | 0
CCc1nnc(NC(=O)c2ccc(Br)cc2Br)s1 | 7

Additional results follow:
SMILES | ROC1-CUL1 inh
Cc1nn(C)c(C)c1C(C)NC1CCN(c2ccc(C(=O)NCc3ccc4c(c3)OCO4)cc2)CC1 (stereo not drawn) | 10
O=C(c1c(F)cccc1F)N1CCN(Cc2cccc(F)c2)CC1 | 10
O=C(CN1CCCCCC1)Nc1cc(Cl)cc(Cl)c1 | 8
CC(=S)c1c(C)cc2cc(C)ccn12 | 13
C(=NC(N=Cc1c[nH]c2ccccc12)c1c[nH]c2ccccc12)c1c[nH]c2ccccc12 (stereo not drawn) | -3
CCc1ccccc1NS(=O)(=O)c1ccc2c(c1)CC(=O)N2 | 0
CCCCOc1ccc(C2=NC(c3ccncc3)=Nc3ccc(OCC)cc3N2)cc1 | -9
COc1ccc(CC2(CCC(=O)NCc3cc(F)cc(F)c3)CCC(=O)N2)c2ccccc12 (stereo not drawn) | 1
Cc1cc(C)c(NC(=O)C(C)c2cccc(C(=O)c3ccccc3)c2)c(C)c1 (stereo not drawn) | 5
COc1ccc(C)cc1NC(=O)c1ccc(NS(=O)(=O)c2cccc3cccnc23)cc1 | -2
CCOC(=O)c1cc2c([nH]c1=O)CC(c1ccc(F)cc1)CC2=O (stereo not drawn) | 9
COc1ccc(C)cc1NC(=O)Nc1cccc(OCc2cc(=O)n3ccc(C)cc3n2)c1 | -1
CC(C)(C)c1ccc(CC2=NC(=O)NC2=O)cc1 | -7
COc1ccc(N2C(=O)CSC23C(=O)N(CC(=O)NC2CCCCC2)c2ccccc23)cc1 (stereo not drawn) | 3
O=c1ncn(-c2cccc(F)c2)c2ncccc12 | -6
COc1ccccc1-c1nnc(C2CCN(S(=O)(=O)c3ccccc3)CC2)o1 | -6
CCOCC(=O)Nc1ccccc1Cl | 0
CC1CC(NC(=O)C2CCC2)CC(C)(C)C1 (stereo not drawn) | -1
O=C(Nc1c(C(=O)C2CC2)oc2ccccc12)c1ccc(C(F)(F)F)cc1 | 0
CCn1cc(-c2nc3c(cnn3CC3CC=CCC3)[nH]2)cn1 (stereo not drawn) | 7
CSc1nc(Oc2ccc(C)c(C)c2)cc(-n2nc(SC)c(C#N)c2N)n1 | 3
COc1ccc(-c2nnc(-c3ccc(Cl)cc3)o2)cc1 | 0
Cc1nnc(-c2cccc(Br)c2)c2cn(-c3ccccc3Cl)nc12 | -5
COc1ccccc1NC(=O)CSc1nnc(COc2c(C)cccc2C)n1C | -6
O=C1CCCC2=Nc3nc(-c4ccccc4)nn3C(c3ccc(Cl)cc3Cl)C12 (stereo not drawn) | 0
SMILES | ROC1-CUL1 inh
CN(CC1CCCCO1)C(=O)CCC1(Cc2ccc3ccccc3c2)CCC(=O)N1 (stereo not drawn) | -3
CC(C)C(NC(=O)c1ccco1)C(=O)N1CCN(c2ccccc2F)CC1 (stereo not drawn) | 2
Cn1c(=O)[nH]c(=O)c2c(-c3ccc4ccccc4c3)ccnc21 | 5
CCn1c(CNC(=O)c2ccc(OC)cc2)nnc1SCC(=O)Nc1ccc(C)cc1 | -6
CC(=O)Nc1ccc(NC(=O)c2oc3ccc(C)cc3c2C)cc1 | 6
COC(=O)C(NC(=O)c1ccc(C)cc1)(Nc1nc2c(s1)CCCC2)C(F)(F)F (stereo not drawn) | 3
Fc1cc(F)c(C2SCCN2C(=S)NCCc2ccccc2)c(F)c1 (stereo not drawn) | 7
C=C1C2(C(=O)NN(c3ccccc3)c3ccccc3)CCC(C2)C1(C)C (stereo not drawn) | 6
COc1cccc(-c2noc(-c3ccc(N4CCC[C@H]4CO)nc3)n2)c1OC | 1
Cc1cccc2sc(NC(=O)C3CCCCC3)nc12 | 9
CCOc1cc(/C=C2\N=C(c3ccccc3Cl)OC2=O)cc(Br)c1OC(C)=O | 13
COCCN(Cc1cccs1)S(=O)(=O)c1cc(-c2cc(C)no2)ccc1C | -7
O=C(Cn1cc(SCc2ccccc2F)c2ccccc21)N1CCCC1 | 5
Cc1cc(C)cc(-n2c(C)nc3cc(C(=O)O)ccc32)c1 | 0
CC(NC(=O)c1ccc(CSc2nc3ccncc3n2Cc2ccc(F)cc2)cc1)c1ccccc1 (stereo not drawn) | 11
COc1ccc(F)cc1S(=O)(=O)N(C)C1CCCCC1 | -1
C=CCn1nnc(NC(=O)c2ccc(C(C)(C)C)cc2)n1 | -16
COc1ccc(OC)c(N2C(=O)CC(Cc3cc(C)cc(C)c3)C2=O)c1 (stereo not drawn) | 8
CN(C)c1nccc(N(Cc2ccccc2)Cc2ccccc2)c1C#N | 0
O=c1[nH]nc2sc3ccccc3n2c1=O | -3
Cc1ccc(NC(=O)Cn2nc(C(F)(F)F)c(Cl)c2C)cc1 | 2
CC12CN(C(=O)c3ccccc3)CC(C)(CN(C(=O)c3ccccc3)C1)C2O (stereo not drawn) | 0
N#C/C(=N\Nc1cccc([N+](=O)[O-])c1)C(=O)c1ccc(Br)cc1 | 0
CN(C)S(=O)(=O)Nc1cccc2cccnc12 | -2
Cc1cccc(CN2CCCC3(CCN(C(=O)Cc4c(C)noc4C)C3)C2)c1 (stereo not drawn) | 2

Arranged by length of the SMILES (smallest number first): part of the list above.
SMILES | ROC1-CUL1 inh
CN(C)S(=O)(=O)Nc1cccc2cccnc12 | -2
CC(=O)Nc1ccc(NC(=O)c2oc3ccc(C)cc3c2C)cc1 | 6
CN(CC1CCCCO1)C(=O)CCC1(Cc2ccc3ccccc3c2)CCC(=O)N1 (stereo not drawn) | -3
COC(=O)C(NC(=O)c1ccc(C)cc1)(Nc1nc2c(s1)CCCC2)C(F)(F)F (stereo not drawn) | 3

Following part.
SMILES | ROC1-CUL1 inh
CN(CC1CCCN(CCc2ccccc2F)C1)CC(C)(C)CO (stereo not drawn) | 8
CCOC(=O)c1c(-n2cccc2)sc2c1CCC/C2=N\OC(=O)c1ccccc1 | 6
O=C(CCc1ccccc1)Nc1ccccc1F | -3
CN(Cc1ccccc1)Cc1c[nH]c2ccccc12 | 9
CCc1ccc(OCc2cccc(C(=O)N/N=C\c3cnn(C)c3C)c2)cc1 | -3
Cc1ccc(NC(=O)CCC(=O)N2Cc3ccccc3Oc3ncccc32)cc1 | 2
Cc1ccc(CC(=NC(=O)c2ccccc2)C(=O)O)s1 | 0
COc1ccccc1-c1noc(CSc2nc3ccc(C)cc3[nH]2)n1 | 4
CCN1CCN(C2(C(=O)N3CCC(OC)CC3)Cc3ccccc3C2)CC1 | 5
CCOc1cc(C(=O)Nc2ccc3nc(N4CCN(C)CC4)cc(C)c3c2)cc(OCC)c1OCC | -9
Cc1nn(-c2ccccc2)cc1/C=C/C(=O)c1ccc(Cl)cc1 | -8
COC(=O)Cc1cc(=O)[nH]c(N2CCN(c3ccccc3F)CC2)n1 | -8
O=C(CSc1nc2sc3c(c2c(=O)n1-c1ccccc1)CCCC3)c1ccc2c(c1)OCO2 | 6
N#Cc1ccccc1COc1ccc(C2NN=C(c3ccccc3)S2)cc1I (stereo not drawn) | -3
COC(=O)C(NC(=O)c1ccccc1F)(Nc1cc(C)cc(C)n1)C(F)(F)F (stereo not drawn) | -2
Cc1c(Br)cc(C(=O)Nc2ccccc2)c(C)c1C | 0

The list is partial, so the mix of outcomes need not match the whole.
